Screening results: PubChem BioAssay, National Center for Advancing Translational Sciences (NCATS)
SNCA expr inh = SNCA gene expression inhibition. AID 1671194. 0.17% of 140,000 active. HEK-293 SNCA-luciferase knock-in, luminescence, 24 h. Potency, µM (top dose mostly 57.2 µM), without a hit: top-dose activity change, negative = inhibition, most hits filed as inhibitors;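 note: potency is the fitted concentration of half-maximal effect; plate controls were DMSO cells for no effect and cell-free wells for full effect; nearly all actives have a fitted effect of over 45% in size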
IP6K1 inhibitor = IP6K1 kinase inhibition | AID 1645851 | activity change, % (series mostly up to about 58 µM) | IP6K1 kinase, ADP-Glo luminescence, 2 h; active compounds read low | Q92551 | 0.81% of 140,000 active; in the data active = activity change below about -25%
Target sequence (Q92551 whole entry, looked up): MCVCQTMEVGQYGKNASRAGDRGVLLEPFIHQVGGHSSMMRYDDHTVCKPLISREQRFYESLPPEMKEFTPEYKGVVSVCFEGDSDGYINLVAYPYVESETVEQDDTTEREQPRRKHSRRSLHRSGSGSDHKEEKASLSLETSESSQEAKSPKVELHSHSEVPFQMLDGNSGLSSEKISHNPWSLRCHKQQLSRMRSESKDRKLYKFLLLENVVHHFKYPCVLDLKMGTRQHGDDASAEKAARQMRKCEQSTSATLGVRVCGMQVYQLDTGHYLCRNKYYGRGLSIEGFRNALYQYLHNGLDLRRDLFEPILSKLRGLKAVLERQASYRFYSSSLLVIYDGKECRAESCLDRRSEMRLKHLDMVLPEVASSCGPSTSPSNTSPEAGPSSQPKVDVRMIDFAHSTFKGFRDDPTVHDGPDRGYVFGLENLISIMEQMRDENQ
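ADP-Glo luminescence measures ADP made by human IP6K1 during a 2 h RT reaction with ATP/IP6 (mix at 1.3 mM/130 uM); top library doses 57.5 and 19.1 uM final.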
GPT2 inh = GPT2 alanine aminotransferase inhibition | Q8TD30 | Recombinant GPT2, coupled pyruvate oxidase/HRP Amplex Red fluorescence | Potency, µM (highest dose often 57.7 µM), inactives show at the top dose activity change, negative = inhibition, usual class: inhibitors | 0.25% of 100,000 active; note: potency is the fitted concentration of half-maximal effect; nearly all actives have a fitted effect of over 60% in size; many of its hits are not listed in these tables
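Recombinant GPT2 (10ng/uL) with 250uM a-KG and 2mM L-alanine, 30 min at room temperature, in HEPES pH 7.5 buffer. Pyruvate detected by pyruvate oxidase/HRP/Amplex Red fluorescence after 30 min in the dark; AOA (50uM) as positive control.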
SNCA viab count = reduces viability of HEK-293 SNCA reporter cells | 0.12% of 150,000 active | Potency, µM (doses to about 57.1 µM), inactives show at the highest dose activity change, negative = cytotoxicity, usual class: cytotoxic | HEK-293-SNCA-luc viability, GF-AFC fluorescence, 24 h;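 note: potency is the fitted concentration of half-maximal effect; 0% = DMSO-treated cells and -100% = medium-only wells without cells; nearly all actives have a fitted effect of over 30% in size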
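Cytotoxicity counterscreen: after 24 h compound treatment of genome-edited SNCA-luciferase HEK-293 cells, live-cell protease substrate GF-AFC read by fluorescence after 30 min; activity scaled between DMSO (0%) and medium-only (-100%), curves Hill-fitted.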
Luciferase inh = blocks purified firefly luciferase enzyme activity | P08659 | purified P. pyralis luciferase, luminescence, biochemical | Potency, µM (titrated, usually from 115 µM), inactives show top-dose activity change, negative = inhibition, usual class: inhibitors | 2.5% of 76,000 active; note: potency is the fitted concentration of half-maximal effect; nearly all actives have a fitted effect of over 65% in size
Target sequence (P08659 whole entry, looked up): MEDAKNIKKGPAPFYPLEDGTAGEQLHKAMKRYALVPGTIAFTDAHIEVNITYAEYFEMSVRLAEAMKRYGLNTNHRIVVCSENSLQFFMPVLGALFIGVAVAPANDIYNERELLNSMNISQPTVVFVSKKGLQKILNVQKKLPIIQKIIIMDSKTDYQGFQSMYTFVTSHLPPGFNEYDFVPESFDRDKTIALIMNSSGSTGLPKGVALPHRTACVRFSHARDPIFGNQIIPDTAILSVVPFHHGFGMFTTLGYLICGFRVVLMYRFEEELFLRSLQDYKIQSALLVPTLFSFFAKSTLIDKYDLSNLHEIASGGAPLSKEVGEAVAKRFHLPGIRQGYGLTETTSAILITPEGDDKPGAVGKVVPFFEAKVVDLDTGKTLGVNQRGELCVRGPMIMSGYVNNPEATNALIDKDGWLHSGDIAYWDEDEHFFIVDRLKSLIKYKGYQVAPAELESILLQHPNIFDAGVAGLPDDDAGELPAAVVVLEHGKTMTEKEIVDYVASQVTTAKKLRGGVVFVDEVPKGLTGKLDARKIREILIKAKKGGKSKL
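Biochemical qHTS: compound (6-point titration) added to 10uM D-luciferin plus 10uM ATP in Tris acetate pH 7.5 buffer with Mg, Tween-20 and BSA, then purified enzyme at 10nM; light output imaged.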
3T3 cytotox = kills NIH 3T3 cells; NIH 3T3 viability, CellTiter-Glo ATP luminescence, 48-72 h; Potency, µM (doses to about 96.7 µM), for the others: top-dose activity change, negative = cytotoxicity, actives largely listed as inhibitors; 4.3% of 94,000 active; AID 1345082; note: potency is the fitted concentration of half-maximal effect; nearly all actives have a fitted effect of over 55% in size
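ATP-dependent luminescence (CellTiter-Glo) served as the viability signal for NIH 3T3 cells treated with compound for 48 or 72 hr at 37 °C.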
HEK293 tox = HEK 293 cell cytotoxicity | HEK 293 viability, ATP luminescence (CellTiter-Glo), 48-72 h | Potency, µM (doses to about 115 µM), for inactives: at the top dose activity change, negative = cytotoxicity, usual class: inhibitors | 6.6% of 94,000 active | AID 1345083; note: potency is the fitted concentration of half-maximal effect; nearly all actives have a fitted effect of over 60% in size
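CellTiter-Glo luminescence (cellular ATP) was read after 48 or 72 hr of compound exposure at 37 degree Celsius. Cells were HEK 293 plated at 250 cells/well.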
The depositor's hits bear a star; i = inactive; ? = inconclusive; . = no result given; [ ] = remark or other dose. Unless noted, calls come from the whole dose curve; as a rule, active = well fitted curve in the direction sought with a large enough effect; inconclusive = small, poorly fitted or top-dose-only effect, or another doubt; inactive = no such curve, though single readings can be large; an effect the other way counts as inactive or inconclusive. Unless noted, % is set by controls: 0 for no effect and ±100 for the full control effect. These rows are one share of the data. The share of hits here may be higher or lower than overall.

Values run as follows: SNCA expr inh | IP6K1 inhibitor | GPT2 inh | SNCA viab count | Luciferase inh | 3T3 cytotox | HEK293 tox
COCCNC(=O)c1cc(-c2ccc(C)nc2)cc2ncn(C)c12
 : -21%[87.6 µM] | 4 | 5%[88.5 µM] | 12%[87.6 µM] | -24%[172 µM] | ? | -14%[172 µM]
CCN(C(=O)CCS(=O)(=O)c1cc2c(cc1C)NC(=O)CO2)c1cccc(C)c1
 : 1% | 1 | . | -2% | . | . | .
O=[S+]([O-])(c1cccc(C(F)(F)F)c1)N1CCCC2(CC(c3ccccn3)=NO2)C1 (stereo not given)
 : 2% | 3 | 4% | -4% | . | -11% | -23%
CC(=O)N1CCCN(Cc2nc3c(n2Cc2ccccc2)C(=O)N(CC2CC2)CCN3)CC1
 : 7% | -13 | -3% | 11% | 4% | ? | i
CCNC(=O)[C@@H]1CCCN1[C@@H](C(=O)NC)c1ccccc1OC
 : 4%[87.6 µM] | -2 | i | -8%[87.6 µM] | 2%[172 µM] | -2%[174 µM] | 3%[172 µM]
O=C(C1CCCN1C(=O)c1ccccc1F)N1CCC(c2nc3ccncc3[nH]2)C1 (stereo not given)
 : 0% | 15 | 4% | 4% | . | 0% | -3%
COCCCNC(=O)N1CCCN(S(C)(=O)=O)C(c2ccccc2)CC(=O)NCC1 (stereo not given)
 : -4% | 22 | i | 7% | 5% | -8% | -1%
CNC(=O)[C@@H]1C[C@@H](n2cc(CNC(=O)Cc3ccc(F)cc3)nn2)CN1
 : -28% | 7 | i | 5% | 6% | -3% | 2%
COCCCn1c(=O)c(C(=O)Nc2ccc(F)cc2)nc2cccnc21
 : 13%[87.6 µM] | 11 | i | -21%[87.6 µM] | . | -27%[138 µM] | ?
CC(=O)N1CCC(NC(=O)c2nc(-c3ccccc3)cc3[nH]ccc23)CC1
 : 4%[87.6 µM] | -12 | -7%[88.5 µM] | -13%[87.6 µM] | 1%[172 µM] | ? | -8%[172 µM]

Quoted from the listing:
Under GPT2 inh, `CC(=O)N1CCC(NC(=O)c2nc(-c3ccccc3)cc3[nH]ccc23)CC1` has the entry -7%[88.5 µM]
Under SNCA expr inh, `CNC(=O)[C@@H]1C[C@@H](n2cc(CNC(=O)Cc3ccc(F)cc3)nn2)CN1` has the entry -28%

Later entries:
Values run as follows: SNCA expr inh | IP6K1 inhibitor | GPT2 inh | SNCA viab count | Luciferase inh | 3T3 cytotox | HEK293 tox
O=C(c1ccc(F)cc1Cl)N1CCN(c2cc(C(F)(F)F)ncn2)CC1
 : ? | 18 | i | -7% | 8% | -24% | ?
COc1cc(OC)c(NC(=O)c2noc3c2CSc2ccccc2-3)cc1Cl
 : 6% | 4 | . | 2% | . | . | .
CN(C(=O)C1CC1)C1CCc2ccccc21 (stereo not given)
 : -17%[87.6 µM] | 2 | i | -10%[87.6 µM] | -8%[230 µM] | -34%[174 µM] | ?
Cc1ccncc1C(=O)N1C[C@@H](COCC2CC2)[C@H](c2ccccn2)C1
 : 19% | -6 | -11% | -4% | 4% | -8% | 1%
CCC(C)Cn1c(COc2ccc(OC)cc2)nc2ccccc21 (stereo not given)
 : 30% | 4 | . | -8% | . | . | .
O=C(c1ccccc1)N1CCn2c(nnc2[C@@H]2C[C@@H](O)CN2Cc2ccccc2)C1
 : 6% | 22 | i | 5%[12.5 µM] | -1% | -27% | -26%
CCOc1ccc(-n2c(SCc3ccccc3)nc3c([nH]c4ccccc43)c2=O)cc1
 : 8% | -6 | . | 8% | . | . | .
COc1cccc(N2C(=O)NC(=NC3CCCCC3)C23CCN(C(=O)c2ccccc2)CC3)c1
 : 20% | -9 | -25% | 7% | . | 32µM* | -4%
COCCn1ncc(N2CCC(C(=O)N3CCN(CC(=O)Nc4ccc(C)cc4)CC3)C2)cc1=O (stereo not given)
 : -4% | 13 | 4% | -6% | 2% | -28% | -26%
Cc1ccc(S(=O)(=O)CCC(=O)Nc2ccc(Br)cc2C)cc1
 : 43%[activator] | -13 | . | -3% | . | . | .
CCc1cc(=O)n(CC(=O)Nc2cc(Cl)ccc2C)c(N2CCOCC2)n1
 : 2% | 2 | 3% | -12% | -5% | ? | -23%
COc1cccc(S(=O)(=O)N2CCCC(Cn3c(C)nc4cccnc43)C2)c1 (stereo not given)
 : -26% | -3 | i | 1% | 1% | -28% | ?
COc1ccc(Nc2cccc(CN3CCCC(C)(NC(C)=O)C3)c2)cc1 (stereo not given)
 : 7%[87.6 µM] | 6 | ? | 7%[87.6 µM] | 0%[172 µM] | -48%[138 µM] | ?
CC(C)S(=O)(=O)N1CCC2(CC1)NCCc1c2[nH]c2ccccc12
 : 23% | -9 | 0% | 0%[12.5 µM] | 4% | ? | ?
Cc1ccc(NC(=O)N2CCCC(Cn3c(C4CC4)nc4cccnc43)C2)c(C)c1 (stereo not given)
 : -5% | 3 | -13% | 0% | -4% | -18% | -27%
Cc1ccc2nc(-c3ccncc3)c(Nc3ccccc3C)n2c1
 : ? | 25 | . | -17% | . | . | .
Cc1nnc(-c2cc(-c3ccc(CO)cc3)ccn2)n1Cc1ccncc1
 : -5%[87.6 µM] | -8 | i | 14%[87.6 µM] | -27%[172 µM] | ? | 4%[172 µM]
Cc1ccc(C)c(CN2C(=O)c3ccccc3S(=O)(=O)c3ccc(C(=O)N4CCN(Cc5ccccc5)CC4)cc32)c1
 : -6% | 38 | . | ? | . | . | .
Cc1cc(C(=O)N2CCOC[C@H](Oc3ccc(C(F)(F)F)cc3)C2)n(C)n1
 : 5%[87.6 µM] | 8 | 1%[88.5 µM] | 1%[87.6 µM] | -2%[172 µM] | i | -17%[172 µM]
CCc1noc(-c2cn(C3CCN(C(=O)c4cccs4)C3)nn2)n1 (stereo not given)
 : 2% | 0 | 1% | 5% | 12% | -29% | ?
C#CCNC(=O)c1cc(-c2ccccc2F)nc2c1cnn2C
 : . | -5 | . | . | . | ? | ?
COc1ccc(-c2cn(C)c(=O)n3cc(CN(C)C)nc23)c(C(F)(F)F)c1
 : ? | -2 | 3%[88.5 µM] | -7%[87.6 µM] | -16%[172 µM] | -27%[138 µM] | ?
CC(C)(Oc1nn(CC2CCOCC2)c2ccccc12)C(=O)NCCc1cccnc1
 : -14%[87.6 µM] | -6 | -7%[88.5 µM] | -6%[87.6 µM] | -6%[172 µM] | ? | -22%[172 µM]
Cc1ccc(S(=O)(=O)N2CCc3nc4cc[nH]n4c(=O)c3C2)cc1C
 : -3% | 6 | -5% | 3% | 7% | i | 5%
c1ccc(CN2CCC[C@H]2c2nc(-c3ccc(N4CCOCC4)nc3)no2)cc1
 : 5%[87.6 µM] | 1 | -2%[88.5 µM] | -8%[87.6 µM] | -13%[172 µM] | -4%[174 µM] | 89µM*
COc1ccc(-c2onc(C)c2C(=O)NCc2ccc3c(c2)OCO3)cc1
 : -2% | -13 | -11% | -4% | 4% | ? | ?
O=S(=O)(c1ccccc1)n1nc(-c2ccccc2)nc1NCc1ccc(Cl)cc1
 : -9% | -3 | . | 9% | . | . | .
COc1ccc(C(=O)N2CCC3(CC2)C(OC)CN3c2cccc(F)c2)cc1F (stereo not given)
 : 48%[activator] | 7 | 1% | -9% | 8% | ? | ?
CCC(C)NC(=O)Cn1cnc2sc(C)c(S(=O)(=O)N3CCN(c4ccccc4OC)CC3)c2c1=O (stereo not given)
 : -25% | 19 | . | 2% | . | . | .
CCN1CCN(C(=O)c2ccc3nnc(-c4ccoc4)n3c2)CC1
 : 27%[87.6 µM] | -6 | 0%[88.5 µM] | 5%[87.6 µM] | . | -8%[138 µM] | -4%[172 µM]

Fetched one by one from the list above, five records:
Values run as follows: SNCA expr inh | IP6K1 inhibitor | GPT2 inh | SNCA viab count | Luciferase inh | 3T3 cytotox | HEK293 tox
O=S(=O)(c1ccccc1)n1nc(-c2ccccc2)nc1NCc1ccc(Cl)cc1
 : -9% | -3 | . | 9% | . | . | .
Cc1ccc(S(=O)(=O)N2CCc3nc4cc[nH]n4c(=O)c3C2)cc1C
 : -3% | 6 | -5% | 3% | 7% | i | 5%
CCN1CCN(C(=O)c2ccc3nnc(-c4ccoc4)n3c2)CC1
 : 27%[87.6 µM] | -6 | 0%[88.5 µM] | 5%[87.6 µM] | . | -8%[138 µM] | -4%[172 µM]
CC(C)(Oc1nn(CC2CCOCC2)c2ccccc12)C(=O)NCCc1cccnc1
 : -14%[87.6 µM] | -6 | -7%[88.5 µM] | -6%[87.6 µM] | -6%[172 µM] | ? | -22%[172 µM]
COc1ccc(-c2onc(C)c2C(=O)NCc2ccc3c(c2)OCO3)cc1
 : -2% | -13 | -11% | -4% | 4% | ? | ?

The results go on.
Values run as follows: SNCA expr inh | IP6K1 inhibitor | GPT2 inh | SNCA viab count | Luciferase inh | 3T3 cytotox | HEK293 tox
COc1cc(CN2CCOCC2)ccc1OCC(O)CN1CCSCC1 (stereo not given)
 : 1% | 9 | i | -5% | 12% | -18% | -16%
CCOC(=O)c1ccc(NC(=O)Cn2cc(C(=O)c3ccc(CC)cc3)c(=O)c3ccc(C)nc32)cc1
 : 17% | 18 | . | 11% | . | . | .
O=C(Nc1ccccc1)[C@H]1O[C@H](CCN2CCN(c3ccccn3)CC2)CC[C@@H]1O
 : -4%[87.6 µM] | 13 | -19%[88.5 µM] | -9%[87.6 µM] | -5%[172 µM] | i | -4%[172 µM]
COCC(=O)NC[C@@H]1C=C(C)[C@H](Cc2nc3ccc(F)cc3[nH]2)C[C@H]1C(C)C
 : -26%[87.6 µM] | 5 | ? | ? | -5%[172 µM] | 50µM* | ?
Cc1ccc(C2=NC3(CCN(C(=O)c4cc(Cl)ccc4F)CC3)ON2)cc1
 : -4% | -1 | 5% | 4% | ? | ? | ?
C[S+](=O)([O-])N1Cc2ccccc2OC2(CCN(C(=O)c3ccc(N)nc3)CC2)C1
 : 5% | 12 | i | 1% | . | -14% | -13%
COc1ccc(OC)c(NC(=O)C2CCc3ncc(-c4ccsc4)n3C2)c1 (stereo not given)
 : -2% | 3 | i | 10% | 4% | -19% | ?
CN(CC1CCOC1)S(=O)(=O)c1ccc(F)c(Cl)c1 (stereo not given)
 : -4% | 13 | -12% | -3% | 11% | -4% | 20%
O=C1CC(c2ccccc2)N(C(=O)CNC(=O)C2(c3ccccc3)CC2)CCCCCN1 (stereo not given)
 : 18% | 1 | -4% | -6% | -12% | -8% | -2%
Cc1ccccc1S(=O)(=O)N1CCCC(CCC(=O)NCCCn2cccn2)C1 (stereo not given)
 : -5% | 16 | i | 1% | -5% | -7% | -11%
O=C1CC2(CCN(C(=O)C3CCN(C(=O)C4CC4)C3)CC2)Oc2ccccc2N1 (stereo not given)
 : 16% | 10 | i | 9% | . | -24% | -29%
COc1ccc(-c2noc(-c3cccn3CC(=O)Nc3ccc(F)c(F)c3)n2)cc1F
 : 96%[activator] | -1 | i | -18% | -25% | ? | -17%
O=C(CN1C(=O)CCc2cc(S(=O)(=O)N3CCOCC3)ccc21)NCc1ccc(Cl)cc1
 : 14% | -3 | . | 1% | . | . | .
O=C(NCCc1ccc(Cl)cc1)c1nc2sccn2c1Br
 : 21% | -8 | i | 3% | 18µM* | -15% | -21%
CC(Cc1ccc(O)c(O)c1)(NN)C(=O)O (stereo not given)
 : -19% | . | 4% | -18% | . | . | .
